JMJD2C inh: blocks human GASC-1 demethylase activity | Q9H3R0 | GST-JMJD2C(1-420) H3K9me3 demethylation, DELFIA europium | inhibition, % at 2.35 µM | hit rate 0.069% among 330,000;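 active = more than half of a compound's replicate wells show inhibition beyond 50%, single wells judged on their own value; inconclusive = some, but no more than half, of replicates pass 50% inhibition; inactive = no replicate passes 50% inhibition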;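 note: signal counts dimethyl H3K9 product captured on neutravidin plate; 0% = median of DMSO wells and 100% = 0.3 times that DMSO median; strong numbers were not always called active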
Target sequence (Q9H3R0 1-420 limits assumed): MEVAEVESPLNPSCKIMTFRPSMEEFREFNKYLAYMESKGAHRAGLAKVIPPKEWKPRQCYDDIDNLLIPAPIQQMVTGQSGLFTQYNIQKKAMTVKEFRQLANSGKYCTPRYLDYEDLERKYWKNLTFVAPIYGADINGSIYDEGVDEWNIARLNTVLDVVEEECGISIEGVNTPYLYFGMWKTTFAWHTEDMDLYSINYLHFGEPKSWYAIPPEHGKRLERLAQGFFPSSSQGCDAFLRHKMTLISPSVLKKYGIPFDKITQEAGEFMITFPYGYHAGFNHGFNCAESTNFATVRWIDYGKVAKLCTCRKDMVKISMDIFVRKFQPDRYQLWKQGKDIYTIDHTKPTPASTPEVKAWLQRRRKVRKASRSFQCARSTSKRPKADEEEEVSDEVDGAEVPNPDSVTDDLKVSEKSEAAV
CTSL1 counter: counter-screen for PFM18AAP inhibitors: inhibitors of F. hepatica cathepsin L1 | hit rate 0.49% among 300,000 | recombinant F. hepatica cathepsin L1, Z-Leu-Arg-MCA fluorescence | inhibition, % at 5.96 µM;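 active = inhibition above the mean of all tested compounds plus 3 SD, set per screening campaign, cut at about 17% in these data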;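 note: 0% = plate median of test compound wells and 100% = 1 µM Z-Phe-Ala-diazomethylketone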
TPT1 inhibitor: blocks Candida albicans tRNA 2'-phosphotransferase; hit rate 0.81% among 300,000; inhibition, % at 5 µM; recombinant caTPT1, FP RNA substrate dephosphorylation;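 active = inhibition above the mean of all tested compounds plus 3 SD, set per screening campaign, cut at about 24% in these data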;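 note: plate controls were DMSO alone for no effect and ferristatin control at 100 nM for full effect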
procasp3 activ: procaspase-3 (human) activation | P42574 | recombinant procaspase-3 D3A, Ac-DEVD-pNA absorbance 405 nm | activation, % at 8.5 µM | hit rate 0.11% among 330,000 | AID 463141;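 active = activation above the mean of all tested compounds plus 3 SD, cut at about 21% in these data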;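 note: 0% = DMSO alone and 100% = DMSO wells spiked with extra 5 µM PC-3 D3A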
Target sequence (P42574 whole entry D9A/D28A/D175A): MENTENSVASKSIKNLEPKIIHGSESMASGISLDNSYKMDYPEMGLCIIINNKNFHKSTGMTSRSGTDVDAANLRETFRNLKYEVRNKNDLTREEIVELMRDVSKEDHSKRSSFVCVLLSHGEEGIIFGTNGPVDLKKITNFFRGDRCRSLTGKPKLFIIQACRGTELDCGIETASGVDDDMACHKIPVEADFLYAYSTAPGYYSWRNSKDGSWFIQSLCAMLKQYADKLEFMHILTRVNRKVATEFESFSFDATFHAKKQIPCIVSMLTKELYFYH
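Assay system: Autoprocessing-dead procaspase-3 D3A mutant enzyme; also added: Ac-DEVD-pNA; doses: one concentration, 8.5 µM nominal, 0.8% DMSO; times: 1 h compound preincubation, 2 h substrate hydrolysis at 25 °C; technique: 405 nm absorbance of p-nitroaniline, reads at 0 and 120 min; measure: % activation between DMSO and enzyme-spiked controls; repeats: single replicate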
PP5 primary: inhibitors of human protein phosphatase 5 (PP5) | hit rate 0.18% among 320,000 | P53041 | AID 1987 | purified PP5c, OMFP substrate fluorescence | inhibition, % at 6.7 µM;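 active = inhibition above the campaign's mean inhibition across all tested compounds plus 3 SD, cut at about 9.5% in these data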;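 note: 0% = DMSO only and 100% = 100 µM cantharidin control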
PP1 counter: PP1-alpha (human) inhibition in PP5 counter-screen | hit rate 0.9% among 320,000 | purified PP1alpha, OMFP fluorescence | P62136 | inhibition, % at 6.7 µM;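 active = inhibition above the mean inhibition of all tested compounds plus 3 SD, computed separately for each screening campaign, cut at about 15% in these data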
core dimer inh: blocks dimerization of HCV core protein | TR-FRET GST/Flag-core106 dimerization, 1536-well | inhibition, % at 5 µM | hit rate 0.33% among 300,000 | AID 1899;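 active = inhibition above the mean of all tested compounds plus 3 SD, set per screening campaign, cut at about 45% in these data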
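assay system = GST-tagged and Flag-tagged HCV core protein residues 1-106 | controls = unlabelled core106 and no-GST-core106 wells | incubation = compound-protein-antibody incubation 4 h at 22.5 °C | probe or stimulus = Eu donor and XL665 acceptor anti-tag antibodies | read-out = % inhibition based on acceptor/donor emission ratio | signal = TR-FRET 671 and 617 nm emission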
Efflux pump inh: antifungal efflux pump inhibition, Nile Red retention; S. cerevisiae Candida pump triplex; inhibition, % at 10 µM; hit rate 0.44% among 330,000; AID 485275;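 active = plate passing quality check with inhibition over a set limit, or well fluorescence over plate mean plus 4 SD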;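 note: Nile Red retained in pooled yeast measured as flow cytometry median fluorescence; 0% = buffer negative control and 100% = Enniatin B positive control; higher means more Nile Red kept so more efflux inhibition; some compounds called inactive have numbers as strong as hits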
proCasp7 act: activates human procaspase-7, counter-screen for procaspase-3 activators | P55210 | recombinant procaspase-7, Ac-DEVD-pNA absorbance 405 nm; D23A/D198A/D206A triple mutant, cannot self-cleave; scale: DMSO 0, 5 µM enzyme 100 | activation, % at 8.5 µM | hit rate 0.093% among 330,000;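 active = percent activation above the screen-wide mean plus 3 SD, cut at about 25% in these data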
Target sequence (P55210 whole entry D23A/D198A/D206A): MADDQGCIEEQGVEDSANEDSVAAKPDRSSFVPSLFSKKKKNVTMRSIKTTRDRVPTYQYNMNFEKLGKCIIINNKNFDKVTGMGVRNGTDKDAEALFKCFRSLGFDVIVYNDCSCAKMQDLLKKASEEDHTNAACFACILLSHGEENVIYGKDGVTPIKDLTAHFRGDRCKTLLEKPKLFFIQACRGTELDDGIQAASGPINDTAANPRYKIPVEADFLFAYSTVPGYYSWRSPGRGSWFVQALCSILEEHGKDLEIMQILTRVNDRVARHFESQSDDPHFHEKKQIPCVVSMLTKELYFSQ
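Material: Procaspase-7 triple mutant (PC-7 D3A) | Quantity: 2 µM procaspase-7 mutant as dispensed | Reagent: DEVD-pNA substrate | Times: 1 h preincubation, 2 h reaction | Technique: 405 nm absorbance of p-nitroaniline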
The depositor's hits bear a star; ? = inconclusive; · = no result given.

SMILES	JMJD2C inh	CTSL1 counter	TPT1 inhibitor	procasp3 activ	PP5 primary	PP1 counter	core dimer inh	Efflux pump inh	proCasp7 act
Nc1ccc(-c2n[nH]c(=O)c3ccccc23)cc1N	14.1	-2.0	12.8	8.0	8.2	8.6	12.3	-0.3	-5.6
Cc1cc(S(=O)(=O)NCC(C)C)ccc1OCC(=O)NCC1CCCO1 (stereo unspecified)	-3.9	-4.3	0.9	-4.2	-1.2	-2.8	-2.0	0.1	-3.4
COc1ccccc1CNC(=O)CSc1ccc(-c2ccccn2)nn1	5.1	1.2	1.7	4.5	-1.2	-6.8	55.9*	0.0	5.7
Cc1ccc(S(=O)(=O)N/N=C\c2cn(CC(N)=O)c3ccccc23)cc1	-1.2	-1.2	-2.7	1.7	2.0	0.5	5.6	-0.1	0.1
Cc1ccc(-n2c(SCC(=O)NC3CCS(=O)(=O)C3)nc3ccccc3c2=O)cc1 (stereo unspecified)	-7.3	-0.1	0.2	-6.0	1.3	-2.2	3.1	-0.2	5.0
Cc1noc(C)c1COC(=O)Cc1ccc(Br)cc1	11.3	-0.6	-1.5	6.7	-1.6	-1.1	-6.0	-0.1	7.9
Cc1ccc(C)c(N2CCN(S(=O)(=O)c3cn(C)cn3)CC2)c1	15.9	2.1	4.1	0.6	-1.9	-3.6	-6.0	-0.1	12.6
COc1cccc(CNC(=O)C(=O)NCC2CCCN2S(=O)(=O)c2cc(C)ccc2C)c1 (stereo unspecified)	68.8	-0.8	1.3	5.4	1.9	-3.5	-0.3	0.3	13.6
O=C(CN1CCN(c2ccccc2)CC1)Nc1ccc(-n2cnnn2)cc1	3.3	3.4	-5.0	3.9	5.3	-6.0	-1.7	-0.4	7.4
NS(=O)(=O)c1cccc(NC(=O)CN2C(=O)C(=O)N(Cc3ccccc3)C2=O)c1	-18.7	·	·	-5.7	·	·	·	-0.1	-1.1
CN(Cc1cnccn1)Cc1nc(Cc2ccccc2F)no1	-25.5	2.7	-0.1	8.2	-0.5	-4.7	3.2	-0.1	-0.7
O=C1N[C@H](Cc2ccccc2)COC(=O)[C@H](Cc2ccc(F)cc2)C/C=C\C[C@H]1CC(=O)N(CCO)Cc1ccccc1	0.8	·	·	-7.5	·	·	·	0.3	3.7

3 entries already listed, ordered by count of non-hydrogen atoms, high to low.
SMILES	JMJD2C inh	CTSL1 counter	TPT1 inhibitor	procasp3 activ	PP5 primary	PP1 counter	core dimer inh	Efflux pump inh	proCasp7 act
COc1cccc(CNC(=O)C(=O)NCC2CCCN2S(=O)(=O)c2cc(C)ccc2C)c1 (stereo unspecified)	68.8	-0.8	1.3	5.4	1.9	-3.5	-0.3	0.3	13.6
NS(=O)(=O)c1cccc(NC(=O)CN2C(=O)C(=O)N(Cc3ccccc3)C2=O)c1	-18.7	·	·	-5.7	·	·	·	-0.1	-1.1
Cc1cc(S(=O)(=O)NCC(C)C)ccc1OCC(=O)NCC1CCCO1 (stereo unspecified)	-3.9	-4.3	0.9	-4.2	-1.2	-2.8	-2.0	0.1	-3.4

Other compounds follow:
SMILES	JMJD2C inh	CTSL1 counter	TPT1 inhibitor	procasp3 activ	PP5 primary	PP1 counter	core dimer inh	Efflux pump inh	proCasp7 act
CCOc1ccccc1NC(=O)c1ccc(S(=O)(=O)N(C)C)cc1	9.0	-0.2	-4.8	-9.0	4.8	-0.2	-1.9	-0.1	2.8
CCC(C)C(NC(=O)C1CCC(C)CC1)C(=O)Nc1cc(OC)ccc1OC (stereo unspecified)	8.2	0.7	-3.2	1.1	0.6	-1.4	7.3	-0.1	-7.9
O=c1oc(-c2ccc([N+](=O)[O-])cc2)nc2ccc(O)cc12	-4.4	6.1	1.1	-7.2	-0.4	-2.8	2.7	0.0	-7.2
COCCn1c(SCC(=O)Nc2ccc(C)cc2)nc2c(oc3ccccc32)c1=O	4.2	-0.6	-0.5	4.0	1.8	-1.9	11.8	0.1	5.5
COc1ccc(-c2cc(C(=O)N3CCOCC3)c3cc(C)ccc3n2)cc1	-6.2	2.7	1.6	-2.0	2.2	-4.7	9.4	0.2	5.9
CCC(=O)c1ccc(OCC(O)CN2CC(C)OC(C)C2)cc1 (stereo unspecified)	3.5	-1.9	-2.8	5.8	3.2	1.4	-5.8	0.2	8.3
Cc1ccc2nc(Cl)c(/C=N/Nc3nc(C)cc(C)n3)c(=O)n2c1	-6.2	4.6	0.5	-1.2	1.7	0.7	-9.5	-0.6	-0.4
CCCCCC(=O)N/N=C(\C)c1ccccn1	0.7	-2.6	-0.4	-2.3	4.2	-6.8	5.5	-0.1	9.9
CCOC(=O)C1CCCN(C(=O)c2cccc(S(=O)(=O)N(Cc3ccccc3)c3ccccc3OC)c2)C1 (stereo unspecified)	2.9	1.1	-2.1	9.3	0.8	-0.5	4.5	0.3	6.1
Cc1ccc(NC(=O)C/C(N)=N/OC(=O)Nc2cccc(C)c2)cc1	0.3	·	·	7.1	3.2	-2.3	·	0.0	5.1
CCc1nnc(NC(=O)CCC(=O)NC2CCCCCC2)s1	12.9	4.8	-3.2	2.2	-1.7	-4.3	-15.3	0.0	0.1
O=C(O/N=C1/CCCc2occc21)c1ccccc1	-0.6	-7.5	-3.8	12.5	1.9	-2.7	-4.7	0.0	9.5
COc1ccc(C2Nc3ccccc3C(=O)N2NS(C)(=O)=O)cc1OC (stereo unspecified)	?	5.4	-4.9	-5.5	-1.9	-2.8	-1.0	-0.4	-5.9
C=CCn1c(SCc2ccccc2)nnc1-c1cccnc1	-3.9	0.5	0.3	6.2	-0.4	-2.2	-4.0	0.1	4.7
Cc1ccc(CNC(=O)c2ccc(CN3CCOCC3)cc2)cc1	1.8	0.8	1.0	0.5	2.7	-1.6	-7.9	-0.1	11.4
CC(C)c1ccc(/C=C/C(=O)Nc2nn[nH]n2)cc1	9.2	2.8	1.3	-4.0	0.2	7.8	-3.6	0.2	1.5
COc1ccc(-c2nsc3c(N4CCCC4)ncnc23)cc1	2.5	2.1	1.3	6.7	-0.6	0.7	2.5	-0.2	6.5
O=C(COC(=O)[C@H](Cc1ccccc1)NC(=O)c1ccco1)Nc1ccccc1OC(F)F	3.0	·	·	-8.5	·	·	·	-0.6	-0.6
S=c1[nH]ncn1-c1ccccn1	-18.7	0.3	-1.9	3.6	3.6	2.8	3.5	-0.1	-2.4
Cc1cc(N/N=C/c2ccccc2Br)nc2ccccc12	-3.3	0.6	1.8	-9.6	1.6	-1.8	11.7	0.1	1.4
COc1ccc(Cl)c2sc(N(Cc3cccnc3)C(C)=O)nc12	11.9	0.6	1.6	4.8	0.2	-1.6	1.8	-0.1	-2.9
O=C(Nc1cc(Cl)ccc1N1CCOCC1)c1ccncc1	3.9	·	·	9.4	·	·	·	-0.3	-0.2
O=C(CCCN1C(=O)c2cccc3cccc(c23)C1=O)Nc1nccs1	17.7	-3.2	-0.6	-2.0	1.2	0.7	-4.1	-0.1	-4.5
Cc1nnc2n(C3CCCCC3)c(=O)c3c4c(sc3n12)COC(C)(C)C4	2.4	-5.6	-1.6	0.8	4.2	0.6	6.5	0.6	11.3
CCN(C(=O)C1CCN(S(=O)(=O)c2ccc3c(c2)oc(=O)n3C)CC1)c1cccc(C)c1	10.0	-0.8	-1.6	-0.3	0.0	-2.3	-0.4	-0.2	17.0
CCn1c(C)c(C)c2cc(C(=O)N3CCN(c4cccc(C)c4C)CC3)ccc21	-2.6	-0.2	0.9	0.1	-1.8	0.3	18.0	-0.1	1.8
COc1ccc(/C=C/C(=O)NCC(=O)N/N=C(/C)c2ccc(Cl)cc2)cc1	-20.2	8.6	1.1	1.7	3.6	8.9	3.6	0.2	4.7
Cc1nc2ccccc2n1CCN1CCOCC1	-4.4	0.8	1.9	-0.3	0.6	1.2	0.4	-0.1	-0.2
CCOCCCNC(=O)c1ccc2c(c1)N=C(CC)c1cc(Br)ccc1S2	8.1	-0.1	0.2	5.3	0.8	4.3	4.6	-0.1	1.9
Cc1cc(N2CCN(c3cccc(C)c3C)CC2)nc(-c2ccccc2)n1	2.0	-1.2	-2.6	4.3	3.0	0.1	-2.6	0.0	4.8
CCOC(=O)c1ccc(Cl)c(NC(=O)c2cccnc2)c1	33.4	3.1	-3.6	8.3	0.5	0.4	-2.5	0.1	-2.6
COc1ccc(S(=O)(=O)N2CCOC2CNC(=O)C(=O)NCCCN(C)C)cc1C (stereo unspecified)	0.1	0.4	-3.8	-9.8	-1.7	-0.8	12.1	1.7	-3.0
COc1ccc(C(C(=O)NC2CCCCC2)N(C(=O)CCCC(=O)Nc2ccccn2)c2ccc3c(c2)OCCO3)cc1 (stereo unspecified)	11.4	-5.2	-2.4	17.5	0.8	1.4	4.1	-0.2	2.9
COc1cccc(C(=O)OCCNC(=O)c2cccnc2)c1	-26.6	-1.9	1.2	-5.1	-1.0	-1.1	-6.6	0.1	-5.8
COc1ccc(C2/C=C\CN(C(=O)OCc3ccccc3)CC(=O)N2Cc2ccc(F)cc2)cc1 (stereo unspecified)	3.3	-1.3	-2.3	-1.5	1.4	6.5	3.1	·	2.2
Cc1ccc(N(CC(O)CN2C(=O)NC(C)(C)C2=O)S(=O)(=O)c2ccc([N+](=O)[O-])cc2)cc1 (stereo unspecified)	-4.0	6.3	0.1	-2.0	-0.2	-1.0	2.4	0.2	1.2
COc1ccc(OC(=O)COc2ccccc2C)cc1	8.1	-14.9	-0.1	-0.2	-2.3	-2.6	-2.9	0.0	-1.1
CNC(=O)c1cc2cc(Cc3ccccc3Cl)ccc2oc1=O	-6.2	0.4	1.5	7.0	-0.2	3.6	5.7	0.1	-0.6
O=C(NCCCCc1ccccc1)c1ccc(F)cc1	4.0	-1.7	-2.3	0.6	-1.2	-5.5	1.7	-0.1	3.5
CCOC(=O)[C@@H]1C(c2c(OC)cc(OC)cc2OC)=NO[C@@H]1C(=O)OCC	3.1	-2.2	-1.1	3.8	1.4	-0.1	0.8	-0.1	-11.5
Cc1ccc(-n2ncc3c(=O)[nH]c(SCC(=O)N4CCCC4)nc32)cc1C	1.0	-1.1	-0.5	3.7	1.5	1.7	14.2	0.1	-3.9
Cc1ccc(S(=O)(=O)NCc2cccnc2)cc1C(=O)NC1CCCCC1	-5.4	-3.5	0.3	6.5	2.3	0.0	-2.9	0.0	-2.3
CN(CCc1ccccn1)C(=O)CN(C)S(=O)(=O)c1ccc2c(c1)c(=O)n(C)c(=O)n2C	2.5	0.7	5.1	2.4	-1.4	-0.3	5.1	0.0	3.4
CC(NC(=O)C(NS(=O)(=O)c1cccs1)C(C)C)c1ccc(S(N)(=O)=O)cc1 (stereo unspecified)	-1.5	·	·	6.1	-0.9	-2.4	·	-0.1	5.4
COC(=O)c1ccc(Oc2cc(C)nc(SC)n2)cc1	16.5	4.7	-5.1	7.8	0.5	2.0	-3.6	0.1	3.8

High-throughput results as filed in PubChem.
